PriA SSB inh: inhibitors of Klebsiella pneumoniae PriA binding to SSB C-terminal tail, primary screen, biochemical, AlphaScreen; AlphaScreen SSBct-PriA binding, biotinylated peptide; inhibition, % at 33 µM; AID 1272365, 2023; PriA–SSB C-terminal tail interaction (Klebsiella pneumoniae); hit rate 0.6% among 430,000; in the data active = inhibition mostly above about 37%, no sharp cut-off; inactive = mostly below about 20%;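 also: plate controls were negative control peptide for no effect and reference peptide for full effect; strong numbers were not always called active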
Mtb UGM inh: M. tuberculosis UGM enzyme inhibitors, primary screen, biochemical, fluorescence polarization, single point | hit rate 0.06% among 320,000 | inhibition, % at 10 µM | purified UGM, fluorescence polarization probe displacement | UDP-galactopyranose mutase (Mycobacterium tuberculosis (strain ATCC 25618 / H37Rv)), …; in the data active = inhibition above about 10%, passing the limit was not always enough
Target sequence (P9WIQ1 whole entry, looked up): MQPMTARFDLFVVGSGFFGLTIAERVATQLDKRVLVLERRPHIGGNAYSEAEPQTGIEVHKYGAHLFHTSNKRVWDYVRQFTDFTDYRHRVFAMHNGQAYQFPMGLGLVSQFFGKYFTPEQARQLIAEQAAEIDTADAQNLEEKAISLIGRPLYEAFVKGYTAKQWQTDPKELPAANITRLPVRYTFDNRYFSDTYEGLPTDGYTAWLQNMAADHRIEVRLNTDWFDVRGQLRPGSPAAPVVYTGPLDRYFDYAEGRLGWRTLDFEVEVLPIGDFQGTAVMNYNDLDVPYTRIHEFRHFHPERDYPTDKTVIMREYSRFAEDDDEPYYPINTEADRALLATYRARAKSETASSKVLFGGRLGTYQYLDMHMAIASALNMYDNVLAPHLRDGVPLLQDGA
Rv3671c protease: Rv3671c serine protease inhibitors, primary screen, biochemical, fluorescence polarization, M. tuberculosis H37Rv; hit rate 0.048% among 320,000; inhibition, % at 5.96 µM; AID 2606, 2010; in the data active = inhibition above about 38%;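 also: extracellular domain of Rv3671c used as enzyme; 0% = enzyme with DMSO and 100% = no enzyme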
Mtb FBA inh: Mtb FBA enzyme inhibitors, primary screen, biochemical, fluorescence, strain H37Rv. Fructose-bisphosphate aldolase (Mycobacterium tuberculosis (strain ATCC 25618 / H37Rv)), …. purified M. tuberculosis FBA, fluorescence read-out. inhibition, % at 1 µM. hit rate 2.3% among 360,000. AID 588726, 2011; in the data active = inhibition above about 27%;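 also: 0% = vehicle and 100% = reference inhibitor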
Target sequence (P9WQA3 whole entry, looked up): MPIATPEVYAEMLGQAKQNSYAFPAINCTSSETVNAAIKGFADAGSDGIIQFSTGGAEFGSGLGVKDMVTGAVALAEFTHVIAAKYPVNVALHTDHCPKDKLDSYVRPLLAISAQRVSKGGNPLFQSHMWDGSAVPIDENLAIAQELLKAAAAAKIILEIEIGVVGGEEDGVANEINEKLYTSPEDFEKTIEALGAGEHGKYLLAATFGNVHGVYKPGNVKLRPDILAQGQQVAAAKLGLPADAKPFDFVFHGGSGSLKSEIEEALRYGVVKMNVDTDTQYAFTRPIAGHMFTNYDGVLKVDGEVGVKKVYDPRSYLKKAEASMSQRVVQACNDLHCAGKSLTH
Mtb BioA inh: M. tuberculosis BioA enzyme inhibitors, primary screen, biochemical, plate reader, single point, HTS | hit rate 0.096% among 360,000 | inhibition, % at 9.99 µM | AID 602481, 2012 | 7,8-diaminopelargonic acid synthase BioA (Mycobacterium tuberculosis) | purified M. tuberculosis BioA enzyme; in the data active = inhibition above about 40%
3CLpro inhibitor: SARS-CoV 3CLpro protease inhibitors, primary screen, biochemical, quenched FRET; Replicase polyprotein 1ab (Severe acute respiratory syndrome coronavirus), P0C6X7; recombinant SARS-CoV 3CLpro, quenched FRET peptide cleavage; inhibition, % at 6 µM; hit rate 0.14% among 290,000; AID 1706, 2009; in the data active = inhibition above about 12%
MazF activator: activators of E. coli MazEF toxin-antitoxin RNase, primary screen, biochemical, fluorescence, uHTS. FAM/BHQ RNA-DNA oligo cleavage fluorescence, 5 h. activation, % at 20 µM. hit rate 0.32% among 350,000. AID 504720, 2011; in the data active = activation above about 50%
Target sequence (P0AE70 whole entry, looked up): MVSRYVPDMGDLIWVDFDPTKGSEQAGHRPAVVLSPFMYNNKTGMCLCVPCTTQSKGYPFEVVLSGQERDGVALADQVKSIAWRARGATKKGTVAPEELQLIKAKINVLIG
GDH-TPI inh: GDH-TPI coupling enzyme inhibitors, primary screen, artefact control for M. tuberculosis FBA inhibitor project, biochemical, absorbance, full deck; GDH-TPI coupled enzyme counterscreen, NADH absorbance; inhibition, % at 4.8 µM; hit rate 1.2% among 360,000; AID 588335, 2011; in the data active = inhibition above about 30%;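 also: 0% = DMSO wells and 100% = wells lacking the enzyme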
VHR inh abs: VHR1 phosphatase inhibitors, primary screen, biochemical, absorbance, uHTS; hit rate 0.52% among 290,000; inhibition, % at 13.3 µM; Dual specificity protein phosphatase 3 (Homo sapiens), P51452; recombinant VHR phosphatase, pNPP absorbance; in the data active = inhibition above about 50%; also: some compounds called inactive have numbers as strong as hits
Target sequence (P51452 whole entry, looked up): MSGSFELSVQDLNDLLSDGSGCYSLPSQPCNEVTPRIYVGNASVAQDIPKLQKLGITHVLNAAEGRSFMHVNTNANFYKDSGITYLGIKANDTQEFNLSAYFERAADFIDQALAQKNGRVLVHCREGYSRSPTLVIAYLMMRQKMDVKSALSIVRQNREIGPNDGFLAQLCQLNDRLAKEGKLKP
Vc quorum ag: inducers of Vibrio cholerae quorum light production without autoinducers, primary screen, BH1578 luxS cqsA deficient, single point; V. cholerae BH1578 lux reporter, luminescence, 6 h; activation, % at 18.7 µM; hit rate 0.16% among 350,000; AID 588436, 2011; in the data active = activation mostly above about 9.7%, no sharp cut-off; also: not every result past the cut was called active; inactives centre near 0; reference of the scale not given here
Numbers without * were called inactive; i = inactive; / = no result given; + = active, no number.

SMILES	PriA SSB inh	Mtb UGM inh	Rv3671c protease	Mtb FBA inh	Mtb BioA inh	3CLpro inhibitor	MazF activator	GDH-TPI inh	VHR inh abs	Vc quorum ag
COc1ccc(NC(=O)CN(C)C(=O)CCNS(=O)(=O)c2ccc(Br)cc2)cc1	-8.1	-0.8	-7.3	-0.1	-0.6	0.0	0.1	0.7	6.5	i
CC(/C=N/NC(=O)c1cc(C(C)C)[nH]n1)=C\c1ccccc1	/	-2.7	2.8	-3.4	/	-1.5	7.4	21.7	-14.1	-0.4
CCN1CCN(CC(=O)Nc2c(OC)cccc2OC)CC1	-9.1	0.4	-8.5	3.4	-2.0	-7.1	5.0	1.0	26.3	0.9
COCCNC(=O)C(=O)NNS(=O)(=O)c1ccc2ccccc2c1	-9.1	-0.3	-4.3	1.8	/	-0.9	0.8	-1.9	1.9	i
Cc1ccc(Cl)cc1NS(=O)(=O)Cc1ccccc1	-0.8	1.6	-1.1	2.3	-0.9	1.8	-29.6	9.4	7.9	-2.1
COC(=O)COc1cc(OCC(=O)OC)c2c(C)c(Cl)c(=O)oc2c1	-1.6	-0.9	-5.5	+	/	-2.7	4.0	8.6	-0.1	-0.3
Cc1ccccc1C(=O)NCCNc1ccc([N+](=O)[O-])cc1	-3.6	1.2	-6.5	-9.9	/	3.1	6.2	2.8	10.6	i
Cc1ccsc1C(=O)OCC(=O)NCCNC(=O)COC(=O)c1sccc1C	-2.4	0.2	0.3	6.1	-0.5	/	2.2	6.5	/	-1.2
COc1ccc(CNc2ncnc3cc(Cl)ccc23)cc1OC	-3.9	/	/	-2.4	/	-0.9	3.7	-9.9	24.8	-0.4
O=C(NCCc1ccccc1)C1CCCN(c2ncnc3c2nc2n3CCCCC2)C1 (centres undefined)	1.5	-0.1	-12.8	2.7	4.5	-1.2	11.3	8.3	29.0	i
COC(=O)CC1C(=O)NCCN1C(=O)Nc1ccc(Cl)cc1 (centres undefined)	-0.7	-0.1	-0.6	1.8	/	0.2	4.2	-5.6	19.2	-0.8
O=C(Nc1ccc2c(c1)OCCO2)c1ccoc1	-4.0	-1.3	-0.7	0.8	/	2.0	-11.0	-1.5	-7.8	-0.6
CCOc1cc(CNCCO)cc(Br)c1OCc1ccc(Cl)cc1	-19.4	-1.8	-0.3	1.1	2.6	-9.5	24.6	9.3	47.9	i
CCN(CC)c1ccc2c(C)c(-c3ccc(N)cc3)c(=O)oc2c1	-14.4	-0.2	13.2	22.9	4.1	1.2	12.0	20.6	8.3	-2.1
Cc1nc2sc(C(c3ccco3)N3CCC4(CC3)OCCO4)c(O)n2n1 (centres undefined)	-10.4	1.6	2.9	-1.0	-4.3	-0.8	-1.0	29.6	/	i
CC1CCCC(C)N1C(=O)CSc1nccc(=O)[nH]1 (centres undefined)	-9.6	1.5	-3.2	-1.3	-0.6	-6.3	5.3	12.4	27.9	1.0
COC(=O)Nc1ccc(S(=O)(=O)N2CCCCC2C(=O)O)cc1 (centres undefined)	-10.4	-2.6	-0.3	-7.0	/	0.7	-4.3	-9.7	19.1	-0.4
COCCNC(=O)C1CC(c2ccccc2[N+](=O)[O-])=NO1 (centres undefined)	0.6	-2.0	-6.6	0.0	0.2	-1.8	5.4	-6.8	4.9	0.6
Cc1ccc(Oc2cc(NC(=O)CCCn3nc([N+](=O)[O-])cc3C)cc([N+](=O)[O-])c2)cc1	14.4	2.8	-44.1	-2.6	/	-1.2	3.9	14.1	-9.6	i
COC(=O)c1ccc(/C=N/OCC(=O)NC2CCCC(C)C2C)cc1 (centres undefined)	/	-0.9	-4.8	2.5	-5.1	-0.5	-11.3	0.0	-8.1	/
O=C(c1ccco1)N1CCN(c2ncnc3sc4c(c23)CCC4)CC1	1.9	-0.9	7.3	2.7	17.0	1.2	-2.4	3.5	40.1	i
CC1(C(=O)NS(=O)(=O)c2ccc(F)cc2F)CCN1C(=O)Cc1cc(F)ccc1F (centres undefined)	/	/	/	0.4	-0.4	/	/	5.3	/	1.3
C=CCn1c(=O)c2ccccc2n2c(SCC(=O)N(C)C)nnc12	-12.7	/	/	4.2	0.0	4.3	5.6	0.4	14.8	1.5
Cc1ccc(S(=O)(=O)Nc2cccc(C(=O)N3CCN(c4ccccc4O)CC3)c2)cc1F	-1.6	-1.7	0.1	1.0	/	/	-5.5	0.7	/	i
Cc1onc(-c2c(F)cccc2Cl)c1C(=O)N(Cc1ccccc1)C(C)C	-8.7	1.7	-1.6	1.8	-0.6	-1.4	1.4	2.1	24.4	4.4
Cc1cnc(C(=O)Nc2ccc(S(=O)(=O)N(C(C)C)C(C)C)cc2)cn1	-22.6	0.6	-0.7	-0.8	0.3	1.2	5.1	2.5	34.1	-0.4
CC(C)(C)NC(=O)NC(=O)CN1C(=O)NC(C)(c2ccccc2)C1=O (centres undefined)	-0.1	2.7	-0.4	2.9	-0.6	0.6	0.7	3.3	11.8	-3.1
CC12CCC3C(CC=C4CC(O)CCC43C)C1CC(=CN1CCOCC1)C2=O (centres undefined)	-5.8	/	/	-1.8	-0.9	/	12.3	8.8	/	0.8
Cc1ccccc1NC(=O)c1ccccn1	-2.2	-0.7	6.4	9.6	/	1.1	7.4	16.8	12.0	-0.2
Fc1ccc(-c2ncc3ccccn23)cc1	-7.5	0.3	9.8	-1.1	/	6.8	-1.9	9.8	-13.3	-0.7
COCCCN1C(=O)c2ccc(C(=O)Nc3ccc(OC)cc3)cc2C1=O	-8.3	-1.7	1.2	-0.4	/	-1.7	-1.3	-0.9	32.7	-3.2
O=C(Nc1ccccc1C(=O)N1CCCCCC1)c1ccccc1Cl	3.7	-1.8	7.9	-0.8	-4.1	2.8	12.3	4.7	6.9	5.6
O=C(O)CCCCCNS(=O)(=O)c1c(Cl)cccc1Cl	4.9	0.4	-3.8	-0.5	1.1	-1.9	-8.9	0.3	18.0	-0.3
CC(=O)N1CCCc2cc(S(=O)(=O)N3CCCC(C(=O)N4CCN(c5ccccc5)CC4)C3)ccc21 (centres undefined)	6.6	1.8	-4.8	-3.7	/	-8.7	3.0	3.9	5.3	-0.9
CCC/C(C)=N\Nc1nc2c(c(=O)n(C)c(=O)n2C)n1C	/	-1.1	-0.2	1.8	0.8	2.5	-3.6	1.5	29.0	-0.4
Cc1cccc(-n2nnnc2SCn2nnc3ccccc3c2=O)c1	-3.4	-1.3	0.5	0.6	0.9	-7.1	6.7	3.9	/	i
COc1ccc(C(C)=O)cc1COC(=O)Cc1cc(OC)c(OC)c(OC)c1	-0.9	0.8	-7.3	-4.4	14.5	-3.9	0.5	-11.3	2.1	-0.3
Cc1sc2ncnc(N3CCN(C(=O)c4ccco4)CC3)c2c1C	-11.3	-1.0	-7.5	1.1	/	-1.5	8.6	-0.6	28.2	-1.8
CCCC(=O)N1CCC1(C)C(=O)NS(=O)(=O)c1ccccc1Cl (centres undefined)	/	/	/	-3.2	-1.2	/	/	-6.2	/	i
COC(=O)COc1ccc(/C=N/NC(=O)c2ccc(N(Cc3ccccc3)S(C)(=O)=O)cc2)cc1	/	2.9	-10.4	3.0	/	0.9	21.4	17.9	-8.8	i
Cc1ccc(O)c(-c2cc(C(=O)Nc3cccnc3)[nH]n2)c1	-1.5	0.2	-3.7	0.9	4.6	-0.6	7.5	1.3	26.9	i
COc1cc(Cl)c(C)cc1NC(=O)CN1CCCCCC1	-9.5	-2.8	3.7	2.7	-2.2	6.8	-27.9	3.0	-2.9	-0.2
O=C(N/N=C/c1c[nH]c2ccccc12)C1CC(=O)N(c2ccccc2)C1 (centres undefined)	/	-1.4	7.7	1.0	/	3.4	-2.9	11.1	33.9	i
O=C(NCCc1ccc(Cl)cc1)C1CC(=O)N(C2CCCCC2)C1 (centres undefined)	-2.6	-1.4	-1.4	5.3	-1.3	-1.3	-17.8	9.0	/	-0.2
COc1ccc2c(=O)c3c(=O)n(Cc4ccco4)c(C(C)C)nc3oc2c1	-12.8	-1.7	8.7	-4.0	/	5.3	-0.1	6.4	-3.3	-0.1
Cc1cccc(N(CC(=O)N=Nc2c(O)[nH]c3ccccc23)S(C)(=O)=O)c1C	17.2	0.4	-1.5	-2.3	5.1	-1.5	1.0	23.7	-16.4	-0.4
Cc1ccc(-c2[nH]ncc2CNCCc2cnn(-c3ccccc3)c2)cc1C	3.2	-2.1	-1.1	1.7	-3.8	2.2	10.6	-1.6	12.8	3.3
Cc1ccc(S(=O)(=O)N2CCCCC2)cc1NC(=O)Cn1cc(C(F)(F)F)ccc1=O	4.8	/	3.9	0.1	9.3	/	6.0	0.7	/	-1.6
CC1=Nc2cc(C(=O)NCCCN3CCOCC3)ccc2Sc2c(C)ccc(C)c21	16.1	-0.7	0.4	-7.3	1.3	1.1	15.8	0.0	34.4	-0.4
COc1c(Br)cc(C(N)=O)cc1OCc1ccccc1	-2.1	-5.2	0.2	-1.7	/	0.3	4.1	5.0	-3.9	-0.5
O=C(NC1CC1)C1CCN(c2ncnc3c2sc2cccc(F)c23)CC1	-12.9	2.5	-3.8	-0.1	0.4	-3.8	2.4	26.4	14.8	/
COc1ccc(OC)c(-c2csc(NC(=O)CN3C(=O)C4CCCCC4C3=O)n2)c1 (centres undefined)	9.5	/	17.6	3.5	-1.2	/	-4.6	4.2	/	i
CC1CN(C(=O)c2ccn(C)n2)CC(C)O1 (centres undefined)	-0.5	/	-6.7	-1.2	-1.5	2.6	6.1	1.9	-1.5	-0.3
O=C(CSCc1ccccc1Cl)Nc1ccc2c(c1)OCCO2	-4.5	-1.5	4.7	-0.2	0.5	1.4	7.1	8.5	17.8	-3.0
CCCc1ccc(C(=O)CCC(=O)O)cc1	-7.2	0.6	-9.4	0.6	-2.1	-1.9	0.8	-1.9	8.6	i
CC(=O)Nc1ccc(NC(=O)COC(=O)/C(=C/c2ccccc2)n2nnnc2C)cc1	-6.9	1.9	-9.4	2.9	-3.3	3.7	-4.6	9.1	16.3	i

Arranged by length of the SMILES (rising): part of the list above.
SMILES	PriA SSB inh	Mtb UGM inh	Rv3671c protease	Mtb FBA inh	Mtb BioA inh	3CLpro inhibitor	MazF activator	GDH-TPI inh	VHR inh abs	Vc quorum ag
CCOc1cc(CNCCO)cc(Br)c1OCc1ccc(Cl)cc1	-19.4	-1.8	-0.3	1.1	2.6	-9.5	24.6	9.3	47.9	i
COC(=O)Nc1ccc(S(=O)(=O)N2CCCCC2C(=O)O)cc1 (centres undefined)	-10.4	-2.6	-0.3	-7.0	/	0.7	-4.3	-9.7	19.1	-0.4
Cc1ccsc1C(=O)OCC(=O)NCCNC(=O)COC(=O)c1sccc1C	-2.4	0.2	0.3	6.1	-0.5	/	2.2	6.5	/	-1.2
CC12CCC3C(CC=C4CC(O)CCC43C)C1CC(=CN1CCOCC1)C2=O (centres undefined)	-5.8	/	/	-1.8	-0.9	/	12.3	8.8	/	0.8

High-throughput results: PubChem, several laboratories

These rows are one share of the data; the hit share may differ from the screen's.
